Giardia kill: Small Molecules that selectively kill Giardia lamblia: qHTS; Giardia lamblia trophozoite viability; activity change, % at 7.66 µM, hits read low; hit rate 0.15% among 340,000; AID 540267, 2011; in the data active = activity change below about -80%; inconclusive = between about -30% and that limit;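 also: parasites exposed to compound for two days anaerobically before the ATP read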
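Killing of trophozoites was scored by loss of ATP luminescence after a 48 hrs anaerobic exposure to compounds at 37 deg C, using 100 cells per well.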
B2AR arrestin: qHTS assay of beta-arrestin-biased ligands of beta2-adrenergic receptor. Beta-2 adrenergic receptor (Homo sapiens), P07550. beta-arrestin recruitment to beta2AR, cell-based reporter. Potency, µM (doses to about 46.1 µM), inactives show top-dose activation, actives largely listed as activators. hit rate 0.02% among 330,000;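 also: potency is read from the fitted curve at half-maximal effect; 0% = DMSO controls and full agonism = EC100 isoproterenol or metaproterenol; nearly all actives have a fitted effect of over 65% in size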
Target sequence (P07550 whole entry, looked up): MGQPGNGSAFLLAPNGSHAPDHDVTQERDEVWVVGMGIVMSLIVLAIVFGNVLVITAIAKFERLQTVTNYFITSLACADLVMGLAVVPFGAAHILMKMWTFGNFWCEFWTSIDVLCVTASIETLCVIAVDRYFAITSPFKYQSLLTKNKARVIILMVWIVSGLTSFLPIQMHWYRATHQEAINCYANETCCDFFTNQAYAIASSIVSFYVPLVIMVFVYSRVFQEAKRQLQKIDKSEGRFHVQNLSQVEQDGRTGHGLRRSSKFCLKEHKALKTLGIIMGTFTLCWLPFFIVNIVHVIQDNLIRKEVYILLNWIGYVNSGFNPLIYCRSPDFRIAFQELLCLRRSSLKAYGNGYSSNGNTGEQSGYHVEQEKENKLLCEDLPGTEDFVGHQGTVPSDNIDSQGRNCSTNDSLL
PKM2 act: qHTS Assay for Activators of Human Muscle isoform 2 Pyruvate Kinase; Pyruvate kinase PKM (Homo sapiens), P14618; purified PKM2, Kinase-Glo ATP luminescence, activation; response scale: 0% is enzyme alone, no compound; Potency, µM (titrated, usually from 57.5 µM), inactives show at the top dose activation, hits mostly activators; hit rate 0.34% among 260,000; AID 1631, 2009; also: potency is read from the fitted curve at half-maximal effect; nearly all actives have a fitted effect of over 55% in size
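hPK-M2, >95% pure; 0.1 mM ADP / 0.5 mM PEP final; imidazole pH7.2 buffer w/ 7 mM MgCl2, 50 mM KCl; 1 h RT; Kinase-Glo lum. Intermediate enzyme activity for dual inhibitor/activator qHTS.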
KCNH2 3.1 inh: qHTS for Inhibitors of KCHN2 3.1: Mutant qHTS. Potassium voltage-gated channel subfamily H member 2, brain isoform KCNH2 3.1 (human). U2OS KCNH2 3.1, thallium flux FluxOr; stronger effect = lower value. activity change, % (tested at about 1.8 µM). hit rate 0.95% among 340,000;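 active = maximum activity change below -70%; inconclusive = maximum activity change from -70% to -50%; inactive = maximum activity change above -50%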;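 also: thallium influx rate constant from kinetic fluorescence after stimulation buffer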
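Channel expression came from 3.1 mutant virus (1.77 x 10^8 /mL) applied to suspended U2OS cells for 4 h. Flux was tracked with FluxOr dye plus Red40 quencher, and kinetic rate constants normalized to controls.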
Eya2 inh: qHTS Assay for Inhibitors of the Phosphatase Activity of Eya2; Protein phosphatase EYA2 (Homo sapiens), O00167; recombinant Eya2, OMFP fluorescence dephosphorylation (OMFP is methylfluorescein phosphate); Potency, µM (highest dose often 76.9 µM), for inactives: at the top dose activity, negative = inhibition, usual class: inhibitors; hit rate 0.006% among 330,000; also: potency is read from the fitted curve at half-maximal effect
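Eya2 protein (added as 0.2 uM solution) was preincubated with compound for 10 min at ambient temperature in 50 mM HEPES pH 7.5, 50 mM NaCl, 5 uM MgCl2, 0.05% BSA, 1 mM DTT. OMFP (added at 50 uM) then reacted 10 min; fluorescence read at 485/525 nm.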
hERG WT inh: qHTS for Inhibitors of KCHN2 3.1: Wildtype qHTS; AID 720551, 2013; U2OS, BacMam KCNH2, thallium flux FluxOr; stronger effect = lower value; activity change, % at 1.84 µM; hit rate 0.37% among 340,000; Voltage-gated inwardly rectifying potassium channel KCNH2 (Homo sapiens), Q12809;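 active = maximum activity change below -70%; inconclusive = maximum activity change between -70% and -50%; inactive = maximum activity change above -50%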
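U2OS cells transduced with wild-type KCNH2 virus are loaded with FluxOr dye for 45 min, and thallium flux is measured in kinetic reads before and after stimulation buffer. Rate constants are normalized to DMSO controls.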
USP2a block: qHTS Assay for Inhibitors of Ubiquitin-specific Protease USP2a Using CHOP2 as the Reporter. Ubiquitin carboxyl-terminal hydrolase 2 (Homo sapiens), O75604. USP2 core, Ub-CHOP2 coupled fluorogenic reporter, 485/531. Potency, µM (highest dose often 38.3 µM), without a hit: at the top dose activity change, negative = inhibition, usual class: inhibitors. hit rate 0.01% among 330,000;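 also: potency is read from the fitted curve at half-maximal effect; plate controls were DMSO wells for no effect and full inhibition by NEM control for full effect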
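Deubiquitinase activity read as fluorescence (485/531 nm) after Ub-CHOP2 cleavage activates the enterokinase reporter on its substrate; USP2 core 10nM, Ub-CHOP2 and substrate 25nM each, 30min compound preincubation then 60min RT; data normalized to NEM, curves fitted.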
Coupling enz: qHTS Assay for Inhibitors of Fructose-1,6-bisphosphate Aldolase from Giardia Lamblia: Coupling assay counterscreen | hit rate 0.67% among 290,000 | coupling enzyme system counterscreen, AmpLite Red fluorescence | activity change, negative = inhibition, % at 58.2 µM, hits read low; in the data active = activity change below about -30%
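Compounds tested against the coupling enzymes alone at 57.5 uM final; readout was AmpLite Red fluorescence (525/598 nm) after 20 min at RT.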
Chronic BCR inh: qHTS Assay to Find Inhibitors of Chronic Active B-Cell Receptor Signaling | ABC-DLBCL IkBa-CBG/CBR reporter, luminescence ratio, 4 h | Potency, µM (doses to about 46.1 µM), for inactives: at the top dose ratio change, negative = lower green/red ratio, most hits filed as inhibitors | hit rate 0.05% among 340,000 | AID 493014, 2011; active = well fitted inhibition curve with a large enough effect in the signal ratio, with a control signal flat, not every such curve was filed as active; inconclusive = small, poorly fitted or top-dose-only effect, or effect the other way, or a change in a side signal; the % refers to the signal ratio;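 also: potency is read from the fitted curve at half-maximal effect; plate controls were basal doxycycline-induced cells for no effect and cells given 10 µM MG132 for full effect; MG132 reads +100%, hits lower the ratio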
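Cell line TMD8 (human ABC DLBCL), stably expressing tet-inducible CBG68-IkBa fusion and CBR; IMDM/0.5% FBS; cpd up to 46 uM; dox induction, 4 h, 37C/5% CO2; dual luminescence; green/red ratio; MG132 control.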
GALK inhibitor: qHTS Assay for Inhibitors of Human Galactokinase (GALK) | Purified GALK, Kinase-Glo residual ATP luminescence | Potency, µM (top dose mostly 57.5 µM), for inactives: at the top dose activity change, negative = inhibition, hits mostly inhibitors | hit rate 0.007% among 270,000; also: potency is read from the fitted curve at half-maximal effect
Target sequence (P51570 whole entry, looked up): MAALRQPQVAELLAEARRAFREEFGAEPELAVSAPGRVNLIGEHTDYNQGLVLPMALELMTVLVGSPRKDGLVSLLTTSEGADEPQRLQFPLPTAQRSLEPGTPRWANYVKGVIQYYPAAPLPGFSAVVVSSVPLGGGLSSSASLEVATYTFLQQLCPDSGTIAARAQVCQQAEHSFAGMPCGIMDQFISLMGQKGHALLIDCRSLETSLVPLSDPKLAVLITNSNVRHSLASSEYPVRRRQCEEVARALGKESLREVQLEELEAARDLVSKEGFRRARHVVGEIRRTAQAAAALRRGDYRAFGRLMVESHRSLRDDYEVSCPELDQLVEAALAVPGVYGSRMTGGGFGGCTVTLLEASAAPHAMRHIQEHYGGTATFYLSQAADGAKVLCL
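Compounds were pin-transferred into ATP buffer (35 uM final), then GALK plus galactose (5 nM, 100 uM final) was added. After 1 h at room temperature, Kinase-Glo Plus was added and luminescence read after 10 min.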
uPA surface inh: qHTS for Inhibitors of Cell Surface uPA Generation; cell surface uPA generation assay, qHTS; Potency, µM (titrated, usually from 38.3 µM), without a hit: top-dose activity change, negative = inhibition, usual class: inhibitors; hit rate 0.31% among 330,000; active = well fitted inhibition curve with a large enough effect; inconclusive = small, poorly fitted or top-dose-only effect; inactive = no such curve, though single readings can be large or run the other way; tested in mouse RAW 264.7 cells; also: potency is read from the fitted curve at half-maximal effect; nearly all actives have a fitted effect of over 55% in size
* hit, by the source's call; ? = inconclusive; . = no result given; [ ] = remark or other dose. Unless noted, calls follow the shape of the dose curve; as a rule, active = well fitted curve in the direction sought with a large enough effect; inconclusive = small, poorly fitted or top-dose-only effect, or another doubt; inactive = no such curve, though single readings can be large; an effect the other way counts as inactive or inconclusive. Unless noted, % is scaled to controls: 0 for no effect and ±100 for the full control effect.

SMILES	Giardia kill	B2AR arrestin	PKM2 act	KCNH2 3.1 inh	Eya2 inh	hERG WT inh	USP2a block	Coupling enz	Chronic BCR inh	GALK inhibitor	uPA surface inh
O=C(CCc1nc(-c2ccc(Cl)cc2)no1)NCC1CCCO1 (stereo not given)	1	-0.1%	7%	8	-5%	-5	4%	3	-1%	5%	3%
CC(C)(C)C(=O)COC(=O)c1c2c(nc3ccccc13)CCC2	10	0.3%	9%	1	-6%	-4	-1%	1	-6%	12%	0%
O=C(CC(n1cncn1)C(Cl)(Cl)Cl)c1ccc([N+](=O)[O-])cc1 (stereo not given)	22	0.0%	.	12	6%	3	0%	0	?	1%	-1%
Cc1cccc(NC(=O)NNC(=O)c2ccc3ccccc3c2)c1	-16	-1.0%	2%	23	-8%	-4	0%	0	-2%	-3%	11%
Cc1ccc(CN(C)C(=O)COc2ccc(S(=O)(=O)N3CCCC3)cc2[N+](=O)[O-])c(C)c1	-9	0.5%	.	1	2%	-1	0%	.	-1%	.	0%
CCC(C)(C)NC(=O)CCn1c(-c2ccccc2)cc(C(C)=O)c1C	?	0.3%	-2%	8	17%	-1	1%	3	?	-2%	5%
COc1cc(OC)c(C(=O)N2CCN(c3ccccn3)CC2)cc1OC	1	0.5%	-5%	-6	-7%	-3	3%	0	11%	7%	9%
CCOC(=O)c1[nH]c2c(c1-c1ccccc1)C(=O)CC(c1ccccc1)C2 (stereo not given)	?	1.9%	-1%	-14	8%	3	1%	2	?	.	?
COc1cccc(C(=O)N(c2ccccc2)C2C=CS(=O)(=O)C2)c1 (stereo not given)	35[activator]	0.4%	5%	3	-12%	-5	3%	2	9%	7%	12%
C[C@@]12C(=O)Nc3ccc(F)cc3C(=O)N1[C@H]1c3cc(Br)ccc3OC[C@@H]1[C@@H]2c1ccccc1	-15	-0.5%	.	?	3%	0	0%	.	?	.	?
CCN(CC)S(=O)(=O)c1ccc2[nH]cc(C(=O)NCCCN3CCCCC3)c(=O)c2c1	15	-0.4%	-6%	?	10%	4	1%	1	0%	.	-6%
Cc1cc(SCC(=O)Nc2cccc(S(=O)(=O)NC3=NCCCCC3)c2)c(C)cc1Br	0	2.2%	0%	-1	-8%	-2	3%	4	?	1%	-18%
COC(=O)c1ccc2c(c1)C(=O)/C(=C/c1ccc(O)cc1)O2	-4	-0.1%	7%	7	11%	-7	4%	7	-1%	0%	-3%
CC(=O)/C(=N/Nc1ccccc1)Sc1nnc(CCc2ccccc2)n1-c1ccccc1	-15	-0.7%	-23%	-90*	-18%	-6	-6%	-1	-1%	0%	5%
N#C/C(=N\Nc1ccc(Cl)cc1)C(=N)N1CCCCCC1	3	-0.7%	0%	-27	3%	.	9%	1	?	-1%	-11%
CN(c1ccccc1)S(=O)(=O)c1ccc(Cl)c(C(=O)NCc2ccccc2CN2CCCC2)c1	23	0.4%	.	2	7%	65	-1%	.	2%	.	-18%
Cc1nc2cc(-c3ccccc3)nn2c(C)c1CCC(=O)NC(C)c1ccc2c(c1)OCCO2 (stereo not given)	1	-0.2%	-1%	3	-2%	-29	1%	1	?	.	13%
COc1ccc(Br)cc1/C=N/NC(=O)c1cc(OC)c(OC)c(OC)c1	-21	5.8%	-3%	-12	-3%	-5	0%	-15	?	2%	-10%
O=C(NCc1ccco1)c1cccc(S(=O)(=O)N2CCc3ccccc32)c1	-5	-0.9%	12%	-3	-19%	4	0%	3	13%	-3%	-4%
CN(C)S(=O)(=O)c1cc(NC(=O)COC(=O)c2ccc3c(c2)OCO3)ccc1Cl	0	-0.8%	7%	-17	-1%	7	0%	6	0%	2%	-1%

Sorted by length of the SMILES (ascending): part of the list above.
SMILES	Giardia kill	B2AR arrestin	PKM2 act	KCNH2 3.1 inh	Eya2 inh	hERG WT inh	USP2a block	Coupling enz	Chronic BCR inh	GALK inhibitor	uPA surface inh
Cc1cccc(NC(=O)NNC(=O)c2ccc3ccccc3c2)c1	-16	-1.0%	2%	23	-8%	-4	0%	0	-2%	-3%	11%
COc1ccc(Br)cc1/C=N/NC(=O)c1cc(OC)c(OC)c(OC)c1	-21	5.8%	-3%	-12	-3%	-5	0%	-15	?	2%	-10%
CCN(CC)S(=O)(=O)c1ccc2[nH]cc(C(=O)NCCCN3CCCCC3)c(=O)c2c1	15	-0.4%	-6%	?	10%	4	1%	1	0%	.	-6%

(list continues)
SMILES	Giardia kill	B2AR arrestin	PKM2 act	KCNH2 3.1 inh	Eya2 inh	hERG WT inh	USP2a block	Coupling enz	Chronic BCR inh	GALK inhibitor	uPA surface inh
COC(=O)C1=C(C(=O)OC)[C@@H]2Nc3ccccc3[C@@]23C[C@@H](C(=O)OC)N(C(=O)c2cccs2)C3=N1	-16	.	-1%[11.5 µM]	6	.	5	.	0	.	.	-16%
Cc1ccc2c(c1)nnn2C1CCN(CC(=O)NNC(=O)c2ccco2)CC1	-17	2.7%	-1%	-20	4%	-14	2%	-1	7%	4%	1%
Cc1ccc2ncnc(Nc3ccc(C)c(C)c3)c2c1	-16	2.8%	11%	6	-1%	3	-7%	-6	17%	6%	9%
C=CCOC(=O)C(C#N)c1nc2ccccc2nc1N1CCN(Cc2ccccc2)CC1 (stereo not given)	-1	0.2%	3%	-87*	7%	?	1%	-6	4%	-2%	-9%
COC(C(=O)Nc1ccnn1C1CCN(C(=O)c2cccc(F)c2)CC1)c1ccccc1 (stereo not given)	-6	0.3%	.	7	3%	-8	-2%	-1	0%	0%	-23%
O=C(NCc1ccccn1)C(=O)NCC(c1ccco1)N1CCOCC1 (stereo not given)	34[activator]	-0.3%	5%	17	3%	9	2%	2	3%	0%	3%
Cc1cccc(C)c1NC(=O)CN1C(=O)C(C)Oc2ccccc21 (stereo not given)	22	-2.2%	2%[11.5 µM]	0	-8%	7	3%	0	0%	-2%	0%
CC1=C(C(=O)N2CCCCCC2)C2(CCC(C)CC2)OC1=O (stereo not given)	-11	-0.6%	2%	-12	-2%	1	3%	.	-3%	0%	2%
O=C(Nc1ccccc1F)c1cc(C(=O)Nc2ccccc2F)cc([N+](=O)[O-])c1	0	-0.5%	-6%[11.5 µM]	0	10%	1	0%	0	-7%	-1%	-22%
COc1ccc(N2CCN(C(=S)Nc3ccc(OC)cc3OC)CC2)cc1	9	-0.5%	8%	-8	-3%	-1	2%	1	0%	1%	5%
COc1cc2c(cc1OC)C(C)N(C(=O)c1cc3n(n1)C(C(F)(F)F)CC(c1ccco1)N3)CC2 (stereo not given)	0	5.2%	?	8	-26%	2	4%	-13	-13%	-3%	1%
COc1ccccc1N(CC(=O)NCc1ccco1)S(C)(=O)=O	-4	0.0%	1%	11	11%	-4	-1%	1	8%	-1%	-1%
Cc1ccccc1N1C(=O)C2ON(c3ccccc3)C(c3ccncc3)C2C1=O (stereo not given)	5	-1.0%	-2%	-7	2%	0	4%	4	0%	6%	2%
Cc1cc(C(=O)O)ccc1N=Cc1c(O)ccc2ccccc12	7	-0.2%	0%	4	-2%	13	-5%	-5	-7%	-1%	-5%
CCOC(=O)c1c(-c2ccccc2)oc2ccc(OCC(=O)NNC(=O)CCC(=O)O)cc12	-6	0.0%	.	-10	?	-1	-4%	4	12%	1%	16%
Cc1ccccc1NC(=O)C1CCN(c2cc(-c3ccccc3)nc3ncnn23)CC1	10	0.0%	-3%	-5	8%	10	3%	0	10%	1%	-1%
CCOC(=O)c1sc2c(c1C)c(=O)c(C(=O)OCC)cn2CC	-11	-0.4%	1%	-15	-3%	12	3%	0	?	3%	.
C[C@]12C=CC(=O)C=C1CCC1C2CC[C@@]2(C)C1CCC21OCCO1 (stereo not given in full)	12	0.4%	.	16	-5%	12	-1%	.	-2%	.	-6%
NC(=O)COc1ccc(NC(=O)OCc2ccccc2)cc1	-4	-0.2%	15%	0	5%	8	1%	8	?	-2%	-15%
CCCCN1Cc2ccccc2Oc2cc(Br)ccc2S1(=O)=O	15	-0.4%	.	-42	-2%	-10	2%	.	10%	.	-18%
CCN(c1ccccc1)S(=O)(=O)c1ccc(C(=O)Nc2cccc(NC(C)=O)c2)cc1	2	0.2%	.	-11	10%	3	3%	.	0%	.	-2%
CCN1C(=O)N[C@@H](c2ccccc2)[C@H](C(C)=O)[C@H]1C	-16	.	-3%[11.5 µM]	-4	.	0	.	0	.	.	7%

Source: PubChem BioAssay (National Center for Advancing Translational Sciences (NCATS))
